High-throughput results from PubChem BioAssay.
TRb SRC2 PPI: qHTS for Inhibitors of the Interaction of Thyroid Hormone Receptor and Steroid Receptor Coregulator 2; 0.065% of 280,000 active; Potency, µM (titrated, usually from 106 µM), inactives show at the top dose activity change, negative = inhibition, hits mostly inhibitors; AID 1469, 2008; Thyroid hormone receptor beta (Homo sapiens), P10828; TRbeta-SRC2 peptide binding, fluorescence polarization; receptor liganded with 1 µM T3;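 further: potency means the concentration at half of the fitted maximal effect; plate controls were bound peptide for no effect and peptide without receptor for full effect; nearly all actives have a fitted effect of over 50% in size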
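Quantitative HTS by FP: 0.6 uM TRb LBD, 20 nM labeled SRC2 20-mer, 1 uM T3, 5% DMSO; 5 hr ambient incubation; % activity per concentration and potencies from concentration series.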
TR SRC2 fluor cs: Total Fluorescence Counterscreen for Inhibitors of the Interaction of Thyroid Hormone Receptor and Steroid Receptor Coregulator 2; TRb/SRC2 Texas Red total fluorescence interference; Potency, µM (titrated, usually from 106 µM), for inactives: at the top dose fluorescence change, negative = quenching; 0.29% of 280,000 active; active means well fitted curve in either direction with a large enough effect; inconclusive means small, poorly fitted or top-dose-only effect; further: potency means the concentration at half of the fitted maximal effect; on the % scale 0 is the no-effect control and ±100 the full control effect
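Human TRb ligand-binding domain at 0.6 uM with 20 nM Texas Red SRC2 peptide in Tris buffer containing 1 uM T3 and 5% DMSO, incubated with compound 5 h at ambient temperature. Total fluorescence (555/632 nm) calculated as parallel + 2 × perpendicular.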
CBFb-RUNX1 inh: qHTS Assay for Compounds Blocking the Interaction Between CBF-beta and RUNX1 for the Treatment of Acute Myeloid Leukemia | Potency, µM (titrated, usually from 59.8 µM), for the others: at the top dose activity, negative = inhibition, actives largely listed as inhibitors | 230,000 tested, under 10 active | Runt-related transcription factor 1 (Homo sapiens) + Core-binding factor subunit beta … | AlphaScreen CBFb-His/RUNX1-biotin binding, biochemical | AID 1477, 2009; further: % of control where 0% means no effect
Target sequence (Q01196 whole entry, looked up): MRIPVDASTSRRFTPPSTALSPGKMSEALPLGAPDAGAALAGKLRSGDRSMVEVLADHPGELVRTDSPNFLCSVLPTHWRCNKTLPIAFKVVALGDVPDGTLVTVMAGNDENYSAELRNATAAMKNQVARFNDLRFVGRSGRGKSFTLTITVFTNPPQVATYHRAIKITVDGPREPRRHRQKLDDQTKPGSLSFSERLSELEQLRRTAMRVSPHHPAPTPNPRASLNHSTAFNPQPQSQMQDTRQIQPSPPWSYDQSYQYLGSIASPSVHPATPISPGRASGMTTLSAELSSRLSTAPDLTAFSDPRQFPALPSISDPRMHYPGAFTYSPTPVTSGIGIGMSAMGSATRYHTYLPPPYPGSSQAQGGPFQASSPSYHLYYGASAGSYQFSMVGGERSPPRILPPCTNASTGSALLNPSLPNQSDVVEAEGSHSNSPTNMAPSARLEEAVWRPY
Target sequence (Q13951 whole entry, looked up): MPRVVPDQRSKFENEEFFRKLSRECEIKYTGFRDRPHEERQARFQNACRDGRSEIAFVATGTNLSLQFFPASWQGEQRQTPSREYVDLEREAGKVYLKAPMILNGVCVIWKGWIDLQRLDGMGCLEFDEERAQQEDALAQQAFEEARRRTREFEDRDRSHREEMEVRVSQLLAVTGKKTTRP
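Room-temperature protein-protein interaction test with 30 nM each of His-tagged CBF-beta and biotinylated RUNX1, 15 min with compound, then 90 min with nickel plus streptavidin beads. Signal read in AlphaScreen mode.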
Tau fluor counter: Counterscreen qHTS for Inhibitors of Tau Fibril Formation, Fluorescence Polarization. tau K18 P301L (four-repeat tau fragment) Alexa594 fluorescence, heparin fibrillization. Potency, µM (highest dose often 57.7 µM), inactives show at the top dose activity change, negative = decrease. 0.93% of 280,000 active. AID 1463, 2008; further: potency means the concentration at half of the fitted maximal effect; on the % scale 0 is the no-effect control and ±100 the full control effect; nearly all actives have a fitted effect of over 55% in size
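Human K18 P301L tau (15 uM unlabeled plus 0.24 uM Alexa 594-labeled, final) in 100 mM sodium acetate pH 7 was mixed with compound and 20 uM heparin and incubated 6 hr at 37 C.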
GLA spleen mod: qHTS Assay for Inhibitors and Activators of Human alpha-Galactosidase From Spleen Homogenate. Alpha-galactosidase A (Homo sapiens), P06280. human spleen homogenate, 4MU-alpha-Gal fluorescence, 40 min. Potency, µM (series often up to 80 µM), for the others: top-dose activity change, negative = inhibition, hits mostly inhibitors. 0.008% of 240,000 active. AID 2107, 2009;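 further: potency means the concentration at half of the fitted maximal effect; 0% = enzyme with vehicle and -100% = no enzyme basal signal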
Target sequence (P06280 32-429 limits assumed): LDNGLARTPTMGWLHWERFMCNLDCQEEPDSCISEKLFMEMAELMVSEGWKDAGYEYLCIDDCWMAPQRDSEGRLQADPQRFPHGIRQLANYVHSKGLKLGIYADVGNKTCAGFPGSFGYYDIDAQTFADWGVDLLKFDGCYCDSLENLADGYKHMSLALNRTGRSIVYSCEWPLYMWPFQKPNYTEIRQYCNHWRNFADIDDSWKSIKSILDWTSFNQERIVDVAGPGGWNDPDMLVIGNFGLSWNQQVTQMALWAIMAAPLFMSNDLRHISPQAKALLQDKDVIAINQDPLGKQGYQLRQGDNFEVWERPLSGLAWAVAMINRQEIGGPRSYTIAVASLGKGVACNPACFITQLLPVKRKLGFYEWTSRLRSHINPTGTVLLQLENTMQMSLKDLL
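Spleen homogenate 1 ug + cpd (titration) + 4-MU-alpha-D-galactopyranoside 1 mM; 37C 40 min; 50 mM citrate/phosphate pH 5.0, 0.01% Tween-20; stop pH 10; fluorescence 365/440; AC50 via Hill.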
NPSR antag: qHTS Assay for Antagonists of the Neuropeptide S Receptor: cAMP Signal Transduction. Q6W5P4. CHO-NPSR cells, cAMP TR-FRET, antagonist mode. Potency, µM (titrated, usually from 38.3 µM), for the others: top-dose activity change, negative = inhibition, actives largely listed as inhibitors. 1% of 220,000 active; further: potency means the concentration at half of the fitted maximal effect; on the % scale 0 is the no-effect control and ±100 the full control effect; nearly all actives have a fitted effect of over 50% in size; many of its hits are not listed in these tables
Epigenetic derep: Quantitative High-Throughput Screen for Regulators of Epigenetic Control. murine LDR cells, GFP reporter derepression, 30 h. Potency, µM (highest dose often 53.9 µM), for the others: at the highest dose GFP activation, hits mostly activators. 0.2% of 280,000 active. AID 1865, 2009; further: potency means the concentration at half of the fitted maximal effect; % of control where 0% means no effect; nearly all actives have a fitted effect of over 60% in size
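Readout is the number of GFP-expressing murine LDR cells, counted by cytometry following washing. Cells were treated with compound for 30 h at 37 C; the stably integrated CMV-GFP locus is normally silent.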
Tau FP inhib: qHTS for Inhibitors of Tau Fibril Formation, Fluorescence Polarization; 0.39% of 280,000 active; Microtubule-associated protein tau (Homo sapiens), P10636; K18 P301L tau heparin fibrillization, Alexa594 FP, 6 h; Potency, µM (top dose mostly 57.7 µM), without a hit: at the highest dose activity, negative = inhibition, actives largely listed as inhibitors; AID 1468, 2008; further: potency means the concentration at half of the fitted maximal effect; on the % scale 0 is the no-effect control and ±100 the full control effect; nearly all actives have a fitted effect of over 55% in size
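Steps: dispense K18 P301L tau (15 uM plus 0.24 uM Alexa 594 tracer, final) in pH 7 sodium acetate; add compound; add heparin (20 uM final); incubate 6 hr, 37 C; add ThT (30 uM final); after 1 hr ambient, read FP.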
* = called active by the depositor; ? = inconclusive; nt = not tested or not shown; [ ] = another dose, or the depositor's remark. Unless noted, the call rests on the fitted dose curve; in most records, active means well fitted curve in the direction sought with a large enough effect; inconclusive means small, poorly fitted or top-dose-only effect, or another doubt; inactive means no such curve, though single readings can be large; an effect the other way counts as inactive or inconclusive.

SMILES	TRb SRC2 PPI	TR SRC2 fluor cs	CBFb-RUNX1 inh	Tau fluor counter	GLA spleen mod	NPSR antag	Epigenetic derep	Tau FP inhib
COc1ccc(CCNC(=O)C2CCN(S(=O)(=O)c3ccc(Cl)cc3)CC2)cc1OC	-5%	-1%	-3%	-7%	4%	-13%[46.1 µM]	0.0%	-1%
COc1ccc(OC)c(-c2csc(N(Cc3ccco3)C(=O)c3cccs3)n2)c1	-6%	-3%	2%	-23%	-29%	-15%[46.1 µM]	2.9%	-9%
Nc1cc2c([N+](=O)[O-])cccc2o1	-5%	-4%	-8%	-25%	-16%	-5%[46.1 µM]	1.9%	6%
CC1(C)CC(=O)c2cc(OCC(=O)O)ccc2O1	-3%	4%	3%	-4%	?	-5%[46.1 µM]	-1.1%	5%
COc1cccc(CN(CC(=O)NC2CCCC2)C(=O)CCC(=O)Nc2cc(C)on2)c1	-4%	-3%	4%	-7%	7%	-2%[46.1 µM]	-0.7%	-5%
CN(C)CCCNC(=O)c1ccc(Cl)c(S(=O)(=O)N(C)c2ccccc2)c1	-26%	1%	-1%	-4%	4%	-1%[46.1 µM]	-4.5%	-3%
O=C(NCC1CCCO1)C1CCN(S(=O)(=O)c2ccccc2)CC1 (stereo not given)	-8%	0%	-5%	-9%	0%	-18%	-5.6%	-3%
CC1=C(C(=O)Nc2ccccc2)C(c2ccc(O)cc2)n2nc(-c3ccc(Cl)cc3)nc2N1 (stereo not given)	-3%	?	nt	?	nt	nt	-1.0%	?
CCc1ccc(N(C(=O)CNC(=O)c2ccco2)C(C(=O)NCC2CCCO2)c2ccccc2)cc1 (stereo not given)	-7%	1%	1%	3%	-5%	-9%	6.1%	8%
COc1ccc(-c2cc3c(=O)n(CC(=O)Nc4cc(C)ccc4C)ccn3n2)cc1	-4%	2%	nt	-4%	nt	nt	-4.7%	-9%

Two records picked at random from those above:
SMILES	TRb SRC2 PPI	TR SRC2 fluor cs	CBFb-RUNX1 inh	Tau fluor counter	GLA spleen mod	NPSR antag	Epigenetic derep	Tau FP inhib
COc1cccc(CN(CC(=O)NC2CCCC2)C(=O)CCC(=O)Nc2cc(C)on2)c1	-4%	-3%	4%	-7%	7%	-2%[46.1 µM]	-0.7%	-5%
COc1ccc(OC)c(-c2csc(N(Cc3ccco3)C(=O)c3cccs3)n2)c1	-6%	-3%	2%	-23%	-29%	-15%[46.1 µM]	2.9%	-9%

The results go on.
SMILES	TRb SRC2 PPI	TR SRC2 fluor cs	CBFb-RUNX1 inh	Tau fluor counter	GLA spleen mod	NPSR antag	Epigenetic derep	Tau FP inhib
c1ccn2cc(-c3ccc4c(c3)OCCO4)nc2c1	-4%	-2%	-3%	-8%	6%	-4%	0.0%	-1%
COc1cccc2cc(-c3nnc(Nc4c(F)cccc4F)s3)c(=O)oc12	-1%	-2%	nt	-1%	nt	nt	-0.5%	5%
Cc1ccc(NC(=O)Cc2ncon2)cc1Cl	0%	-1%	7%	-3%	0%	-19%	-2.0%	0%
Cc1sc2ncnc(Sc3nnnn3-c3ccc(Cl)cc3)c2c1C	3%	-1%	2%	-12%	2%	?	-0.2%	0%
CC1=C(/C=C/C(C)=C/C=C/C(C)=C/C(=O)O)C(C)(C)CCC1O (stereo not given)	3%	-1%	14%	-4%	-16%	nt	1.0%	-8%
O=C(COc1ccccc1F)Nc1ccc(C(=O)OCc2cc(=O)n3nc(C4CC4)sc3n2)cc1	-4%	0%	nt	-6%	nt	nt	11%	-2%
COC(=O)Nc1ccc(S(=O)(=O)N2CCCCC2)cc1	1%	-6%	-5%	-11%	-7%	-9%[46.1 µM]	-0.2%	-3%
CCCCCn1c(CCCNC(=O)c2ccc(Cl)cc2)nc2ccccc21	-1%	-1%	nt	-5%	nt	nt	1.5%	-1%
CC(=O)n1nc(-c2ccco2)nc1SCc1ccccc1	3%	-1%	3%	-6%	4%	4%	1.0%	2%
O=C(COc1ccccc1-c1ccccc1)NCc1cccc(Cl)c1	3%	-2%	27%	-15%	4%	-3%[46.1 µM]	-0.9%	-10%
CC(C)Oc1ccc(CNC(=O)C2CCN(C(=O)N3CCOc4ccc(Cl)cc43)CC2)cc1	1%	-16%	nt	?	nt	nt	0.0%	-7%
COc1ccc(-c2nn(CCC(=O)O)cc2/C=N/NC(N)=S)cc1	-2%	-1%	-1%	-10%	-3%	1%[7.67 µM]	-0.3%	-2%
COCCCNC(=O)CN(c1cc(Cl)ccc1OC)S(=O)(=O)c1ccc(C)c([N+](=O)[O-])c1	0%	2%	2%	-15%	2%	12%	0.0%	2%
CC(=O)OCC1OC(Nc2cccc(C)c2)C(OC(C)=O)C(OC(C)=O)C1OC(C)=O (stereo not given)	-1%	-6%	-2%	-2%	7%	3%	0.0%	?
CCOc1cc(/C=N\Nc2ncc(F)c(N3CCOCC3)n2)ccc1Oc1nc(Cl)ncc1F	3%	-4%	-17%	?	-8%	?	0.1%	10%
COc1cc(CCC(=O)OCC(=O)Nc2cccc(S(N)(=O)=O)c2)cc(OC)c1OC	6%	0%	-2%	4%	9%	10%	0.6%	-1%
CCN(CC)S(=O)(=O)c1ccc(Cl)c(C(=O)N2CCc3ccccc32)c1	-2%	1%	4%	-14%	-10%	-9%[46.1 µM]	4.0%	5%
CN(C)c1ccc(/C=[N+](\[O-])C2N(c3ccccc3)C(=S)SC2(C)C)cc1 (stereo not given)	2%	1%	1%	-21%	-4%	-2%	1.0%	14%
CCC(C)NC(=O)CSc1nnc(-c2ccncc2)n1-c1ccc(OC)cc1 (stereo not given)	2%	-1%	3%	-9%	-1%	-8%[46.1 µM]	-0.7%	-12%
CCCCc1cc2c(cn1)=C(OC(=O)c1cccs1)C(C)(OC(=O)CC)C(=O)C=2 (stereo not given)	7%[11.2 µM]	0%[11.2 µM]	-13%[13.1 µM]	-12%[11.6 µM]	-5%[17.5 µM]	nt	nt	-8%[11.6 µM]
COc1cc(CCC(=O)NCc2ccc3c(c2)CCN3C(=O)c2ccc(F)cc2)cc(OC)c1OC	-3%	0%	nt	-3%	nt	nt	-0.5%	-5%
CS(=O)(=O)Nc1ccc(C(=O)Nc2ccc3c(c2)OCO3)cc1	5%	-9%	-8%	-9%	9%	-3%	1.1%	3%
CSc1nc(C)c2c(n1)N(c1ccc(C(F)(F)F)cc1)CC2	4%	-3%	-1%	0%	-4%	-3%[46.1 µM]	-1.8%	1%
O=S(=O)(Nc1nc2ccccc2nc1-[n+]1cccc(N=C([O-])c2ccc(Cl)cc2)c1)c1ccccc1	-7%	-5%	11%	?	0%	43%	-0.2%	-6%
CCCCN1C(C(=O)c2ccccc2)=C(OC(C)=O)c2ccccc2S1(=O)=O	-10%	0%	nt	-23%	nt	nt	-0.8%	?
CNC(=O)COC(=O)c1cc(-c2ccccc2)nn1-c1ccccc1	-4%	0%	7%	-4%	-5%	-16%	-0.8%	3%
CCOc1ccc(/C=C/C(=O)Nc2cccc(C(C)=O)c2)cc1	-2%	0%	4%	-16%	-8%	7%	-1.8%	-15%
COC(=O)C1=C(C)N(C)C(C)=C(C(=O)OC)C1c1ccsc1	-10%	2%	5%	1%	3%	-13%[46.1 µM]	-7.3%	0%
COc1ccc(CN(C)Cc2cc(=O)n3ccsc3n2)c(OC)c1OC	2%	1%	-14%	12%	13%	7%	-1.4%	9%
COc1ccc(/C=N/NC(=O)c2ccc(N(C)S(=O)(=O)c3ccccc3)cc2)cc1OC	-1%	2%	-3%	?	1%	-19%[46.1 µM]	2.6%	-4%
Cc1cc2oc(=O)cc(Cn3ncc(Cl)c(Cl)c3=O)c2cc1Cl	-3%	-4%	11%	-13%	2%	?	?	?
CC(C)=CC(=O)OCC(=O)Nc1cc(C)cc(C)c1	-6%	-3%	16%	-18%	-3%	7%	1.3%	-3%
c1nnc(NC2=NCCC2)s1	-24%	1%	-6%	-11%	-22%	4%[46.1 µM]	-1.4%	-9%
CCc1ccccc1NC(=O)C(C)n1nc(-c2ccc(C)c(C)c2)ccc1=O (stereo not given)	-7%	?	nt	-12%	nt	nt	0.0%	9%
CC(C)CC(=O)c1c[nH]c(C(=O)NCC2CCCO2)c1 (stereo not given)	-12%	-2%	9%	-5%	-8%	-5%[46.1 µM]	-2.4%	-8%
CCc1ccccc1N1CC23C=CC(O2)C(C(=O)OC)C3C1=O (stereo not given)	-2%	-4%	1%	-13%	0%	1%[46.1 µM]	0.0%	-5%
CCOC(=O)Nc1sc(C(=O)N(CC)CC)c(C)c1C(=O)OCC	-7%	2%	11%	0%	-24%	?	3.2%	1%
Cc1ccc(C(=O)NNC(=O)c2ccccc2-n2cccc2)cc1	6%	0%	-9%	-6%	-2%	9%	-0.5%	0%
Cc1onc(-c2c(F)cccc2Cl)c1C(=O)Nc1nnc(-c2ccccc2)s1	-10%	-3%	-3%	-25%	11%	-12%[46.1 µM]	-4.0%	-2%
N#CC1(P(=O)(c2ccccc2)c2ccccc2)CC1	-8%	-2%	-1%	-5%	5%	12%[7.67 µM]	0.5%	0%
C[C@H]1Cc2c(COc3ccccc3)nc3c(c2CO1)CN(C(=O)c1cc(I)ccc1F)CC3	0%[11.2 µM]	-2%[11.2 µM]	5%[13.1 µM]	0%[11.6 µM]	5%[17.5 µM]	nt	nt	-4%[11.6 µM]
COc1ccc(C(=O)/C=C/Nc2ccc([N+](=O)[O-])cc2C)c(OC)c1	0%	-1%	5%	-28%	5%	-1%[46.1 µM]	?	?
Cc1nc(Nc2ccc(F)cc2)nc(Nc2ccc(F)cc2)c1[N+](=O)[O-]	-11%	-1%	1%	-19%	-8%	10%	-1.2%	-6%

This is a subset (hit frequency here may not be typical).
